Assay outcomes from PubChem BioAssay.
Mtb RmlCD inh = M. tuberculosis RmlC/RmlD coupled enzyme inhibitors, primary screen, biochemical, compound mixtures, 384-well, from 1536-well plates; inhibition, % at 3.6 µM; 160,000 compounds, 0.03% hits; AID 1533, 2009; RmlC+RmlD coupled enzyme assay, percent inhibition; primary screen in compound mixtures; dTDP-4-dehydrorhamnose reductase (Mycobacterium tuberculosis (strain ATCC 25618 / H37Rv)) …; in the data active = inhibition mostly above about 34%, no sharp cut-off; inconclusive = no clear call, values can overlap the other calls; inactive = mostly below about 22%; also: some results filed as inactive read as strong as hits
Target sequence (P9WH09 whole entry, looked up): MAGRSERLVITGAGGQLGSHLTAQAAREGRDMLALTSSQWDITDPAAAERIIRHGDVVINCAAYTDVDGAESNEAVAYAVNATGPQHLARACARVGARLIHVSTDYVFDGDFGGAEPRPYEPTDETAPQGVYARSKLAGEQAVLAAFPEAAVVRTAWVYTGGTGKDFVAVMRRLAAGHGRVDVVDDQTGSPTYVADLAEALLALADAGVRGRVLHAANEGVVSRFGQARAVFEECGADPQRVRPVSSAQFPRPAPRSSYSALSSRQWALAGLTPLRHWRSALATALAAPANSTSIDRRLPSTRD
Target sequence (P9WH11 whole entry, looked up): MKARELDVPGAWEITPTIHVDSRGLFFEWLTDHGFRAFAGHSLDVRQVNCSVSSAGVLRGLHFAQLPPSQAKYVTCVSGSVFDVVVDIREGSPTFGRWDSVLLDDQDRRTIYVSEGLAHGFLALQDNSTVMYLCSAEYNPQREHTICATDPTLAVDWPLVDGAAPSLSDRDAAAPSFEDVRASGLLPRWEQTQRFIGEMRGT
M. tuberculosis GlmU = inhibition of mycobacterial GlmU enzyme – biochemical, glucosamine-1-phosphate acetyltransferase (AID 1376); one-dose inhibition, %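 (tested at 30 µM in the primary screen)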; IC50 in µM for titrated hits; M. tuberculosis GlmU acetyltransferase enzyme assay; higher % means a stronger effect; 220,000 compounds, 0.25% hits; in the data active = inhibition above about 13%; inconclusive = no clear call, values can overlap the other calls;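 also: 0% = complete reaction with vehicle and 100% = reaction without substrate; strong numbers were not always called active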
Active calls of the source: *; ? = inconclusive; . = not tested or not shown.

| Structure | Mtb RmlCD inh | M. tuberculosis GlmU |
| --- | --- | --- |
| CCOC(=O)C1=C(N)Oc2cc(C)n(CCc3ccc(OC)c(OC)c3)c(=O)c2C1c1cccnc1 (stereo unspecified) | -5 | 1.2% |
| CCOC(=O)C1=CC(=C2C(=O)N(CC)C(=S)N(CC)C2=O)c2ccccc2O1 | 6 | 2.6% |
| Cc1c(C)c2cc(Cl)c(O)c(CN(C)C)c2oc1=O | 17 | 3.4% |
| CCCCOc1ccc(C(=S)N2CCC(C(N)=O)CC2)cc1 | 4 | -1.3% |
| COC(=O)c1cccc(Cn2nnc3ccccc3c2=O)c1 | . | -2.3% |
| CCOc1ccc(C(=O)Nc2cc(C)ccn2)cc1 | 5 | -0.1% |
| Cc1ccc(C)c(OCC(=O)O/N=C(\N)c2ccccn2)c1 | 2 | -5.4% |
| CCOC(=O)c1cc2sc(C)cc2n1CC(=O)NCCc1ccccc1 | 10 | 3.7% |
| Cc1ccccc1CSc1nccn1-c1ccccc1 | 1 | 2.8% |
| CCS(=O)(=O)N1CCCC(C(=O)NCCCOC(C)C)C1 (stereo unspecified) | 0 | 4.7% |
| O=C(Oc1ccccc1)Oc1ccc2c(c1)oc(=O)c1ccccc12 | 2 | -4.8% |
| Cc1ccc(-c2noc(CSc3nnc(-c4ccncc4)n3-c3ccc(C)cc3)n2)cc1 | -6 | 0.3% |
| Cc1noc(C)c1COC(=O)/C=C/c1ccc(Cl)cc1 | -1 | -1.4% |
| CC(C(=O)NCc1ccco1)n1cc(C(=O)c2ccco2)c2ccccc21 (stereo unspecified) | -8 | 1.0% |
| COc1ccc(NC(=S)NC(C)c2ccncc2)cc1OC (stereo unspecified) | . | 3.2% |
| CC(C(=O)NCc1ccc(F)cc1)c1ccc([N+](=O)[O-])cc1 (stereo unspecified) | 5 | -1.6% |
| C/C(N)=C(/C#N)C(=O)CSc1nc2ccccc2c(=O)n1-c1ccccc1C | . | -2.8% |
| COC(=O)c1cc(OC)c(OC)cc1NC(=O)CN1C(=O)c2ccccc2C1=O | 6 | 1.7% |
| Cc1cc(C)nc(NS(=O)(=O)c2ccc(NC(=O)NC3CCCCC3)cc2)n1 | . | 6.5% |
| COC(=O)c1ccc(OC(=O)c2ccc(OC)cc2)c(OC)c1 | 14 | 0.1% |
| Cc1ccc(NC(=O)CSc2n[nH]c(-c3ccco3)n2)cc1 | -6 | 1.2% |
| C=CCOC(=O)C1=C(C)NC(C)=C(C(=O)OCC=C)C1c1cn(-c2ccccc2)nc1-c1ccco1 | . | 2.8% |
| CCOC(=O)c1cc(C(=O)Nc2ccccc2F)nn1C | -8 | 3.9% |
| O=C(NCCCN1CCCC1=O)c1cccs1 | -5 | . |
| COc1ccc(CCn2c(C)ccc2C)cc1OC | 8 | -2.7% |
| O=C(Cc1ccccc1)Nc1c(Cl)ccc2nsnc12 | 4 | 2.9% |
| CC1(C)CC(=O)C=C(NNC(=O)c2ccc(N)cc2)C1 | 46 | -5.0% |
| CCCCn1cc(C(C)(C)C)c(C#N)c1NC(C)=O | 49 | 3.0% |
| CC1CCc2c(sc(NC(=O)CSc3nnc(-c4ccccc4)o3)c2C#N)C1 (stereo unspecified) | -13 | 2.6% |
| Cc1ccc(C(=O)CN(C(=O)c2ccc(Cl)cc2)N2C(=O)CCC2=O)cc1 | -3 | -5.6% |
| O=C1CC(c2nc3ccccc3[nH]2)CN1c1ccccc1 (stereo unspecified) | . | -3.3% |
| CC(=O)Oc1cccc(N2C(=O)CC(Nc3ccc(N4CCOCC4)cc3)C2=O)c1 (stereo unspecified) | . | -4.8% |
| CCOc1ccc(C(=O)NCCCn2ccnc2)cc1 | -9 | -4.1% |
| COc1cc2nc(C3CC3)n(NC(=O)c3ccc(F)cc3)c(=O)c2cc1OC | -1 | 1.7% |
| COc1ccccc1NC(=O)c1ccc2nc(N3C(=O)CCC3=O)sc2c1 | . | 3.3% |
| CCOC(=O)N1CCN(C(=O)c2cc3sccc3n2C)CC1 | . | 4.1% |
| COC(=O)C(CC(C)C)NC(=O)c1cc(OC)c(OC)c(OC)c1 (stereo unspecified) | . | -3.9% |
| CC(C)(C)C(=O)[C@@H]1[C@@H]2C(=O)N(Cc3ccccc3)C(=O)[C@@H]2[C@H]2c3ccccc3C=CN12 | 29 | -0.3% |
| Cc1cccc2nc(CNc3ccc(F)cc3)cn12 | -5 | -3.3% |
| COc1ccc(C2c3sc(=O)[nH]c3SC3C4CCC(C4)C23)cc1OC (stereo unspecified) | . | 5.0% |
| O=C(COc1ncnc2ccccc12)NC(=O)NCc1ccccc1 | . | 3.7% |
| COc1cccc(NC(=O)C2CCCN(S(=O)(=O)c3ccc(-n4cnnn4)cc3)C2)c1 (stereo unspecified) | . | 1.5% |
| CC(=O)N(C)c1ccc(NC(=S)Nc2cccc3ccccc23)cc1 | -5 | 0.7% |
| Cc1ccc(S(=O)(=O)/N=C(\CSC(N)=O)Nc2ccccc2)cc1 | 5 | 0.2% |
| Fc1ccccc1OCCSc1ncnc2nc[nH]c12 | -8 | -2.5% |

The last 3 records of the part before come first, to join the parts:
| Structure | Mtb RmlCD inh | M. tuberculosis GlmU |
| --- | --- | --- |
| CC(=O)N(C)c1ccc(NC(=S)Nc2cccc3ccccc23)cc1 | -5 | 0.7% |
| Cc1ccc(S(=O)(=O)/N=C(\CSC(N)=O)Nc2ccccc2)cc1 | 5 | 0.2% |
| Fc1ccccc1OCCSc1ncnc2nc[nH]c12 | -8 | -2.5% |
| O=C(Nc1ccccc1)N1CCN(c2ccc(C(F)(F)F)cn2)CC1 | . | -2.1% |
| O=C(COC(=O)CC1c2ccccc2CCN1S(=O)(=O)c1ccccc1)Nc1ccccc1 (stereo unspecified) | . | -3.0% |
| Cn1cc(Br)c(C(=O)NNC(=O)c2cccc(Br)c2)n1 | -9 | . |
| NS(=O)(=O)c1cccc(NC(=O)c2cc(-c3cccs3)nc3ccccc23)c1 | 5 | 2.5% |
| Cc1ccc(-n2nnnc2SCC(=O)N2CCN(C(=O)c3ccco3)CC2)c(C)c1 | -14 | 6.2% |
| Cc1cccc(Cl)c1NC(=S)NN | 3 | 4.6% |
| O=C(N/N=C\c1ccc(Br)cc1)c1ccc(Cn2cccn2)o1 | 8 | -5.0% |
| Cc1ccc(S(=O)(=O)C(c2ccccc2)c2c(C)noc2C)cc1 (stereo unspecified) | 10 | -4.2% |
| CCCCNC(=O)N1CCN(c2ccccc2OCC)CC1 | 6 | 8.1% |
| CCCCCC(=O)N/N=C(\C)c1ccc(NC(=O)c2ccco2)cc1 | 11 | . |
| COC(=O)c1cccc(N2C(=O)c3ccccc3S2(=O)=O)c1 | 17 | -3.4% |
| O=C(O)c1ccccc1NS(=O)(=O)c1ccc2c3c(cccc13)C(=O)N2 | -5 | 9.0% |
| CCOc1ccccc1N1CCN(C(=O)C2c3ccccc3Oc3ccccc32)CC1 | . | -1.8% |
| C1CCC(n2nnnc2CN2CCN(C3CCCC3)CC2)CC1 | 8 | -5.1% |
| COc1ccccc1NC(=O)c1cc2ccccc2nc1C | -38 | -1.4% |

Reprinted at random: four records from the list
| Structure | Mtb RmlCD inh | M. tuberculosis GlmU |
| --- | --- | --- |
| O=C(O)c1ccccc1NS(=O)(=O)c1ccc2c3c(cccc13)C(=O)N2 | -5 | 9.0% |
| CCOc1ccccc1N1CCN(C(=O)C2c3ccccc3Oc3ccccc32)CC1 | . | -1.8% |
| COC(=O)c1cccc(N2C(=O)c3ccccc3S2(=O)=O)c1 | 17 | -3.4% |
| CCCCNC(=O)N1CCN(c2ccccc2OCC)CC1 | 6 | 8.1% |

(continued)
| Structure | Mtb RmlCD inh | M. tuberculosis GlmU |
| --- | --- | --- |
| CC1(c2nnc(Cc3ccccc3)o2)CC(c2ccccc2)=NO1 (stereo unspecified) | . | -3.4% |
| Cc1onc(-c2ccccc2)c1C(=O)c1c[nH]c(C(=O)NCc2ccncc2)c1 | 3 | 6.9% |
| Cc1ccc(-n2nc3c(c2NC(=O)c2c(-c4ccccc4Cl)noc2C)CSC3)cc1 | -4 | 4.3% |
| COC(=O)C(CCCN1C(=O)c2ccccc2C1=O)(NC(C)=O)c1nnn(C)n1 (stereo unspecified) | 2 | 6.9% |
| CC1(C)S[C@@H]2[C@H](N=CN3CCCCCC3)C(=O)N2[C@H]1C(=O)O | . | 0.4% |
| CC(=O)Nc1ccc(S(=O)(=O)Nc2cccc(C(=O)NC(C)(C)C)c2)cc1 | -6 | 1.5% |
| COc1ccc(N(C(C)C(=O)Nc2ccc(S(=O)(=O)N3CCOCC3)cc2)S(C)(=O)=O)cc1 (stereo unspecified) | 9 | -5.2% |
| O=C(c1ccc(F)cc1)C1CCN(C(=S)NCC2CCCO2)CC1 (stereo unspecified) | 2 | 8.5% |
| COc1ccc(CNC(=O)C2CCN(C(=O)N(C)C)CC2)c(OC)c1 | -8 | -0.1% |
| CC1CCCCN1CCNC(=O)c1cnn2ccccc12 (stereo unspecified) | 9 | 6.6% |
| Cc1ccc(NC(=O)CSc2nnc(CN3CCOCC3)n2C)cc1C | . | 5.3% |
| N=Cc1c(O)n(-c2cccc(Cl)c2)c(=O)[nH]c1=O | . | 2.4% |
| CCOc1ncccc1C(=O)OCC(=O)c1cccc(Br)c1 | 5 | 0.5% |
| O=C(CSc1nnc(-c2cccs2)o1)N1CCc2ccccc21 | 6 | 3.2% |
| COc1ccc(Br)cc1/C(C)=N/NC1=NCCN1 | -6 | 4.8% |
| CN(C)C(=O)Oc1ccc(C(=O)c2ccccc2)cc1 | . | -2.5% |
| Cc1cccc(CSc2nc3c(c(=O)[nH]2)CCCC3)c1 | 33 | 0.2% |
| O=C(NC(=S)Nc1ccccc1Cl)c1cnn2c(C(F)(F)F)cc(C(F)(F)F)nc12 | 5 | 2.7% |
| COC(=O)CC1C(=O)NCCN1C(=O)Nc1ccc(Cl)c(Cl)c1 (stereo unspecified) | -20 | 0.8% |
| O=[N+]([O-])c1ccccc1NCCOc1ccccc1 | . | -0.5% |
| O=C(Nc1cccc(N=Cc2cc(Cl)cc(Br)c2O)c1)c1ccco1 | -11 | 3.4% |
| O=C(O)c1ccc(CNC(=S)Nc2ccccc2)cc1 | -11 | 6.1% |
| O=C1CC(SCCc2nc3ccccc3[nH]2)C(=O)N1c1ccc(Cl)cc1 (stereo unspecified) | 3 | -5.8% |
| CCCCn1c(O)c(C=NCCCN(CC)CC)c(=O)[nH]c1=O | -10 | -4.0% |
| C=CCn1c(SCCOc2ccc(OC)cc2)nnc1C(CO)NC(=O)c1ccc(OC)cc1 (stereo unspecified) | -9 | 0.8% |
| S=c1[nH]nc(-c2cccs2)n1Cc1ccccc1 | . | 2.7% |
| OC(CNCC(c1ccc(Cl)cc1Cl)c1c[nH]c2ccccc12)c1ccccc1 (stereo unspecified) | -6 | -6.1% |
| Cc1ccc(NC(=O)CN2C(=O)NC(C)(c3ccc(Cl)cc3)C2=O)cc1S(=O)(=O)N1CCOCC1 (stereo unspecified) | 6 | 3.5% |
| O=C(CN1C(=O)NC2(CCCC2)C1=O)NCCC1=CCCCC1 | . | -0.8% |
| O=C(/C=C/c1ccc(S(=O)(=O)N2CCOCC2)cc1)N(CCO)Cc1ccccc1 | . | -2.3% |
| CCCCS(=O)(=O)Nc1ccc2c(c1)ncn2C1CCCCC1 | . | 0.1% |
| CC(C)Oc1cccc(C(=O)Nc2ccc(Br)cc2F)c1 | -7 | 6.3% |
| O=c1cc(CN2CCN(c3ccccc3O)CC2)nc2sccn12 | . | 2.7% |
| Cc1ccccc1Oc1ccccc1N | -1 | -3.3% |
| Cc1cc(C)cc(-c2nnc(SCc3ccc(C(=O)O)cc3)o2)c1 | 10 | -5.8% |
| COc1ccc(/C=C/C(=O)Nc2cc(C)nn2-c2nc3ccccc3n2Cc2cccc([N+](=O)[O-])c2)cc1 | 4 | 3.7% |
| CCOC(=O)C1(CCCc2ccccc2)CCN(C(=O)C2CCCN(C(N)=O)C2)CC1 (stereo unspecified) | -12 | 0.7% |
| Cc1nccc(-c2ccc(-n3cnc4ccccc43)cc2)n1 | . | 0.9% |
| Cc1ccccc1-c1nc2ccccc2[nH]1 | . | 2.0% |
| Clc1ccc(OC2CCN(Cc3nc(CC4CC4)no3)CC2)cc1 | -9 | 3.4% |
| CC(=O)N=c1sc2cc(C)ccc2n1C | . | 3.6% |
| S=C(Nc1ccccc1)N1CCN(C2CCCCC2)CC1 | -8 | 5.4% |
| CCOc1ccc2nc(NC3=NC(c4ccc(OC)cc4)CC(=O)N3)nc(C)c2c1 (stereo unspecified) | . | 4.3% |
| Cc1nn(CC(=O)Nc2c(C)n(C)n(-c3ccccc3)c2=O)c(C)c1[N+](=O)[O-] | -10 | -5.4% |
| Cc1ccc(CCNC(=O)C2CCN(S(=O)(=O)N3CCCC3)CC2)cc1 | 13 | -2.6% |
| O=C(Cn1nc(C(=O)O)c2ccccc2c1=O)Nc1nc(-c2ccccc2)cs1 | 3 | 2.1% |
| CCOc1ccc(NC(=O)CN2CCN(CC(=O)Nc3ccc(C(=O)OC)cc3)CC2)cc1 | 7 | -2.1% |
| O=C(c1cc2ccccn2n1)N1CCN(c2cccc(C(F)(F)F)c2)CC1 | . | 2.6% |
| CCCCNC(=O)C1CCN(S(=O)(=O)N2CCOCC2)CC1 | 0 | -5.5% |
| COc1ccc(C(CC(=O)NCC(OC)OC)NS(=O)(=O)c2ccc(Cl)cc2)cc1 (stereo unspecified) | -13 | 0.0% |
| O=C(C1CCCCN1S(=O)(=O)c1ccccc1)N1CCN(Cc2ccccc2)CC1 (stereo unspecified) | . | -1.4% |
| CC(C)Cc1nc2oc3c(NCCCN4CCOCC4)ncnc3c2c2c1CCC2 | -6 | 4.2% |
| CC1=C(C(N)=O)C(c2cccc(O)c2)n2nc(CCCO)nc2N1 (stereo unspecified) | 8 | 4.4% |
| O=C(CCCCCn1nnc2ccccc2c1=O)N[C@H](C(=O)O)c1ccccc1 | ? | -3.5% |

Not all compounds are listed (hit frequency here may not be typical).
